Casp6 inh: caspase-6 (human) enzyme inhibition; P55212; purified caspase-6, Z-VEID-R110 cleavage fluorescence; inhibition, % at 12.5 µM; 0.53% of 350,000 active; AID 686996;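 active = mean inhibition across replicates at least about 35%, with every replicate also reaching that limit, limit read from the data; inconclusive = only one of the two criteria met; inactive = neither criterion met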;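 also: 0% = median of neutral control wells and 100% = no fluorescence left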
CFTR F508del cor: CFTR F508del correction in bronchial cells. 0.36% of 350,000 active. CFBE cells, YFP halide quenching; stimulated with forskolin plus potentiator P3; % fluorescence drop versus neutral controls. AID 720511. activity (quench increase), % at 7.58 µM;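 active = mean added fluorescence quench of at least 8% versus neutral control, with both replicates also reaching 8%; inconclusive = only one of the mean or replicate conditions met; inactive = mean below 8% and not both replicates reaching 8%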;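 also: cells transiently co-express mutant CFTR-F508del with the halide-sensitive YFP; corrector assay measuring rescue of mutant channel to the surface after 24 h compound exposure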
DENV2 CPE: inhibitors of DENV2 cytopathic effect; DENV2-infected cells, cytopathic effect rescue, plate reader; AID 651640; CPE inhibition, % at 9.99 µM; 1.7% of 350,000 active; in the data active = CPE inhibition above about 20%, passing the limit was not always enough; inconclusive = no clear call, values can overlap the other calls; tested in BHK-21 cells;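 also: 0% = median of neutral control wells and 100% = median of positive control wells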
RAD52 inh: blocks human RAD52 DNA annealing | P43351 | recombinant RAD52 DNA annealing, FRET fluorescence | inhibition, % at 18.7 µM | 0.46% of 360,000 active;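 active = every replicate showing at least 50% inhibition; inconclusive = mean inhibition at least 50% but not in every replicate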
Target sequence (P43351 whole entry, looked up): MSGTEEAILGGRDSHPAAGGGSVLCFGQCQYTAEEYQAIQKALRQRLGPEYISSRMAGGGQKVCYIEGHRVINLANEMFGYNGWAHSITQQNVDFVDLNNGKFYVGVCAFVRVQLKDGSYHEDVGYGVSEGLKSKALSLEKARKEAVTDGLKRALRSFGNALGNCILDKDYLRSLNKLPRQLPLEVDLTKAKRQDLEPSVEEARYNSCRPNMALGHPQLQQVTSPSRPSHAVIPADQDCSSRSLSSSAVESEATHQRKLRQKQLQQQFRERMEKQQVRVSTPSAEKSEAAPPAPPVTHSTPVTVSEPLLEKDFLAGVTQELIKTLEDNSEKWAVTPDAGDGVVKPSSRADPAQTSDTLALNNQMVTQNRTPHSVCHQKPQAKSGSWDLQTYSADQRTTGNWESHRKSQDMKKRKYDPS
RAD54 branch: inhibitors of human RAD54 branch migration | inhibition, % at 10.4 µM | Q92698 | 0.14% of 360,000 active | RAD54 Holliday junction branch migration, FAM/BHQ fluorescence;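 active = mean normalized replicate activity at least 40 and at least half of replicates scoring 40 or more; inconclusive = only one of the two criteria met; inactive = mean below 40 and under half of replicates reaching 40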;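 also: 0% = median of neutral control wells and 100% = median of positive control wells; inhibitors cause a drop in the FAM fluorescence signal; in these data hits start at about 50%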
INS-1E GSIS act: primary screen for activators of insulin secretion dependent on glucose, INS-1E cells, GLuc reporter luminescence. 0.61% of 370,000 active. INS-1E GLuc reporter insulin secretion, 2-3 h. activation, % at 16.6 µM;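 active = lowest replicate activation of at least 40%, so every replicate reaches that level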;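 also: 0% = median of neutral control wells and 100% = median of IBMX positive control wells; some compounds called inactive have numbers as strong as hits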
XiGFP reactiv: X-chromosome reactivation activator | XiGFP mouse fibroblasts, % GFP-positive cells imaging, 3 d; cells co-treated with 5-aza-dC sensitizer; scaled so ellipticine positive control = 100% | 0.055% of 360,000 active | activation, % at 7.58 µM;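 active = mean normalized replicate activation at least 10% and every replicate at or above 10%; inconclusive = only one of the two criteria met; inactive = mean below 10% and not all replicates reach 10%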;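 also: 0% = median of on-plate neutral control wells and 100% = ellipticine 6 µM median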
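System: SV40-immortalized XiGFP fibroblast cells, line 68-5-11 / Incubation: 3-day compound exposure, then 15 min fixation at room temperature / Compound: single concentration per compound, delivered by pin transfer / Buffer or medium: DMEM plus 5-aza-dC sensitizer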
E-selectin induc: E-selectin induction on HUVECs. activation, % at 7.58 µM. HUVEC E-selectin immunofluorescence imaging; normalized: neutral wells 0, TNF-alpha wells 100. 0.37% of 260,000 active. P16581;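 active = mean E-selectin-positive cell signal at least 10% of the positive control, reached in at least 60% of replicates, without over 20% cell loss; inconclusive = no rule given, readout overlaps actives, possibly toxicity-flagged; inactive = the rest, including those meeting only one limit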;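 also: in these data hits start at about 27%; measured in HUVEC primary endothelial cells; signal is the percent of cells scored E-selectin positive by PE staining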
Target sequence (P16581 whole entry, looked up): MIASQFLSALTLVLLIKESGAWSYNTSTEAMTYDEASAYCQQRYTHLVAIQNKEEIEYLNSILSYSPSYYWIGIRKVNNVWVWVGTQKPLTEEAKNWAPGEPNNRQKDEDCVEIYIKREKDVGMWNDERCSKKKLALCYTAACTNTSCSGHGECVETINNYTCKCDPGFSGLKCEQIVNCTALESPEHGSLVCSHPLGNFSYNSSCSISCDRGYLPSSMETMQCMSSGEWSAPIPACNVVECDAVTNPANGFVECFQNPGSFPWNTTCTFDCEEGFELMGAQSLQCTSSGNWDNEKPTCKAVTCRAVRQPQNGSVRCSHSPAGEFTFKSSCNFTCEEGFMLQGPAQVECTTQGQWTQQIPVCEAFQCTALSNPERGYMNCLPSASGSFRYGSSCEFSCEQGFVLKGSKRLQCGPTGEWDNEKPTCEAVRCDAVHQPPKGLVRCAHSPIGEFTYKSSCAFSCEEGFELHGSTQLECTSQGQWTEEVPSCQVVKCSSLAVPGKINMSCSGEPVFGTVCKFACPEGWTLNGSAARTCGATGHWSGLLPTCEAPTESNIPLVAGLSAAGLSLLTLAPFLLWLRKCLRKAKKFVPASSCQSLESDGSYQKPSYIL
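Assay system: HUVEC primary endothelial cells. Input: 3,000 HUVEC seeded per well. Doses: one compound dose added by pin transfer. Read-out basis: % PE-positive cells. Benchmarks: TNF-alpha high, DMSO low. Detection: immunofluorescence imaging. Buffer or medium: EGM-2, gelatin.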
* hit, by the source's call; ? = inconclusive; . = not tested or not shown.

| no. | smiles | Casp6 inh | CFTR F508del cor | DENV2 CPE | RAD52 inh | RAD54 branch | INS-1E GSIS act | XiGFP reactiv | E-selectin induc |
| --- | --- | --- | --- | --- | --- | --- | --- | --- | --- |
| 1 | N#C/C(=C\c1ccccc1)C(=O)NNS(=O)(=O)c1ccc(Br)cc1 | 2 | -4.1 | 1 | -17 | 1 | -5 | 0.0 | -2.1 |
| 2 | Cc1ccsc1C(=O)OCC(=O)NC1CCCC(C)C1C (stereo not drawn) | -2 | -1.3 | 6 | -4 | 0 | -36 | -0.1 | 0.1 |
| 3 | C[C@@H]1CN([C@H](C)CO)C(=O)c2cccc(NC(=O)c3ccncc3)c2O[C@@H]1CN(C)C(=O)Nc1cccc2ccccc12 | 1 | 0.2 | -1 | -1 | -7 | 7 | 0.0 | -10 |
| 4 | CC(C)OCCCNC(=O)COCC(=O)Nc1ccc(OCCc2ccccc2)cc1 | 32 | . | ? | -3 | 2 | . | 0.1 | . |
| 5 | Nc1ccn([C@@H]2O[C@H](C(=O)N3CCSC3)[C@@H](O)[C@H]2O)c(=O)n1 | -2 | -2.6 | -5 | -20 | -7 | 1 | . | 0.4 |
| 6 | N#Cc1ccc(NC(=O)NN2CCCCCC2)cc1 | -2 | 3.1 | 13 | -1 | -3 | -10 | 0.2 | ? |
| 7 | CCc1ccc(NC(=S)N2CCN(c3cccc(OC)c3)CC2)cc1 | 0 | -1.6 | -2 | -2 | . | -17 | 0.0 | . |
| 8 | COc1ccc(C2/C(=C(/O)c3ccc4c(c3)CC(C)O4)C(=O)C(=O)N2Cc2cccnc2)cc1 (stereo not drawn) | 3 | -0.3 | -1 | -27 | -4 | 14 | 0.0 | . |
| 9 | CN1CCN(C(=O)C2CCC(=O)N(CCc3cccc(F)c3)C2)CC1 (stereo not drawn) | -7 | 2.0 | -6 | -3 | -2 | 10 | 0.0 | 1.2 |
| 10 | CCCNC(=O)N1CCC2(CC1)CN(C(=O)c1ccccc1)[C@@H](CO)c1[nH]c3cc(OC)ccc3c12 | . | -1.6 | -5 | -7 | . | 7 | 0.2 | -0.2 |
| 11 | CC(=O)Nc1ccc2nc(CN3CCN(CC=C(C)C)C(CCO)C3)ccc2c1 (stereo not drawn) | -2 | 0.5 | 2 | -8 | . | 5 | 0.0 | 0.9 |
| 12 | COc1ccc(S(=O)(=O)N(C)[C@H]2C[C@H]3c4cc(-c5ccccc5)ccc4CCN3C(=O)[C@H]2[C@H](C)O)cc1 | 0 | -3.0 | -5 | -74 | 1 | -47 | 0.1 | 0.6 |
| 13 | N/C(=N\O)c1ccc(N2CCN(c3ncccc3C(F)(F)F)CC2)nc1 | -1 | -3.8 | -3 | -9 | . | . | 0.0 | 0.5 |
| 14 | COc1ccc(NS(=O)(=O)c2ccc(C)c(C(=O)NCCCN3CCCC3=O)c2)cc1 | 0 | 1.4 | 16 | -8 | 1 | 8 | -0.1 | . |
| 15 | CC1=NC(C)(C)Cc2c(C)cccc21 | 6 | -5.2 | 0 | 1 | -10 | -42 | 0.0 | 72* |
| 16 | Cc1ccc(C(=O)NNC(=O)c2cccc(Br)c2)cc1 | 0 | 0.2 | 1 | -7 | -3 | -13 | 0.0 | . |
| 17 | C[C@H](c1ccccc1)N1C[C@H](COCc2ccccc2)Oc2cc(N3CC[C@@H](O)C3)ccc2S1(=O)=O | -1 | 3.6 | -5 | -4 | . | 9 | 0.5 | 1.8 |
| 18 | C[C@@H]1CN([C@H](C)CO)C(=O)c2cc(C#CC3(O)CCCC3)cnc2O[C@H]1CN(C)C(=O)CC1CC1 | 3 | 1.4 | -5 | -4 | -2 | -6 | -1.1 | -0.7 |
| 19 | O=C(C1CCOCC1)N1C[C@@H]2[C@H](c3ccccc31)[C@@H](CO)N2Cc1ccc(Cl)cc1 | 2 | 2.0 | 19 | -4 | -2 | 15 | 0.1 | -0.6 |
| 20 | O=C(CCNC(=O)C1CCN(S(=O)(=O)c2ccccc2)CC1)NCc1ccccc1Cl | 0 | 1.6 | ? | 4 | 1 | 7 | 0.0 | . |
| 21 | COc1ccc(C(N)c2csc(NC(=O)Nc3cccc(C(F)(F)F)c3)n2)cc1 (stereo not drawn) | -5 | 1.5 | 2 | -45 | 11 | 20 | 0.1 | -0.1 |
| 22 | CCCN1C(=O)/C(=C/c2ccc3c(c2)OCO3)NC1=S | . | -1.1 | . | -14 | . | 21 | 0.4 | 0.1 |
| 23 | Cc1ccc(F)cc1NC(=O)CN1C(=O)NC2(CCCc3ccccc32)C1=O (stereo not drawn) | 1 | 0.4 | 8 | -8 | 8 | 12 | 0.1 | . |
| 24 | COCCNC(=O)C[C@@H]1CC[C@H]2[C@H](COc3ccc(NS(=O)(=O)c4ccc(Cl)cc4)cc3C(=O)N2C)O1 | -3 | 2.9 | -4 | -3 | 1 | 12 | 0.1 | 0.5 |
| 25 | NS(=O)(=O)c1ccc(CCNC(=O)CCc2nc3ccccc3s2)cc1 | -7 | 3.7 | 5 | -16 | 3 | 6 | 0.0 | . |
| 26 | CCOC(=O)NC(NCc1ccccc1)(C(F)(F)F)C(F)(F)F | -6 | 2.0 | -3 | -3 | . | 5 | 0.1 | . |
| 27 | CCS(=O)(=O)N1CCCCN2[C@@H](CO)[C@H](c3ccc(C#Cc4ccccc4OC)cc3)[C@@H]2C1 | 0 | -1.9 | -4 | -69 | -10 | -8 | 0.4 | 0.7 |
| 28 | CNCCOc1ccc(Cl)c(Cl)c1 | -29 | -3.3 | . | -12 | -4 | 13 | 0.0 | . |
| 29 | COc1ccc(-c2ccc([C@H]3[C@H](C#N)N(C(=O)NC(C)C)[C@H]3CO)cc2)cc1 | -4 | -2.0 | -11 | -12 | -16 | 4 | 0.4 | 0.8 |
| 30 | CC[C@@H](C)[C@@H](C(=O)N1CCN(C(=O)OC(C)(C)C)CC1)n1cc(CCCCNC(=O)OC(C)(C)C)nn1 | -3 | 0.0 | -1 | 1 | -7 | -52 | 0.0 | 1.0 |

3 compounds from above, limited to Casp6 inh and RAD52 inh:
| cpd | compound | Casp6 inh | RAD52 inh |
| --- | --- | --- | --- |
| 28 | CNCCOc1ccc(Cl)c(Cl)c1 | -29 | -12 |
| 21 | COc1ccc(C(N)c2csc(NC(=O)Nc3cccc(C(F)(F)F)c3)n2)cc1 (stereo not drawn) | -5 | -45 |
| 22 | CCCN1C(=O)/C(=C/c2ccc3c(c2)OCO3)NC1=S | . | -14 |

Structural class: those above with a cyano group
| no. | smiles | Casp6 inh | CFTR F508del cor | DENV2 CPE | RAD52 inh | RAD54 branch | INS-1E GSIS act | XiGFP reactiv | E-selectin induc |
| --- | --- | --- | --- | --- | --- | --- | --- | --- | --- |
| 1 | N#C/C(=C\c1ccccc1)C(=O)NNS(=O)(=O)c1ccc(Br)cc1 | 2 | -4.1 | 1 | -17 | 1 | -5 | 0.0 | -2.1 |
| 6 | N#Cc1ccc(NC(=O)NN2CCCCCC2)cc1 | -2 | 3.1 | 13 | -1 | -3 | -10 | 0.2 | ? |
| 29 | COc1ccc(-c2ccc([C@H]3[C@H](C#N)N(C(=O)NC(C)C)[C@H]3CO)cc2)cc1 | -4 | -2.0 | -11 | -12 | -16 | 4 | 0.4 | 0.8 |

Next part
Results follow in this order: Casp6 inh, CFTR F508del cor, DENV2 CPE, RAD52 inh, RAD54 branch, INS-1E GSIS act, XiGFP reactiv, E-selectin induc
31. C[C@@H]1CN([C@@H](C)CO)C(=O)Cc2cc(NC(=O)CCC(F)(F)F)ccc2O[C@H]1CN(C)S(=O)(=O)c1cn(C)cn1
  ., -2.7, -3, ., 4, 12, -0.6, -8.9
32. Cc1ccc(N2CC(C(=O)N3CCC(C(=O)Nc4nncs4)CC3)CC2=O)cc1 (stereo not drawn)
  8, -0.2, 3, -2, 4, 20, 0.3, .
33. O=C(Cc1nc2ccccc2[nH]1)N/N=C/c1ccccc1
  4, 5.4, -2, -28, ., 0, 0.1, .
34. C[C@H]1CCCCO[C@H](CN(C)S(=O)(=O)c2cn(C)cn2)[C@@H](C)CN([C@@H](C)CO)C(=O)c2cc(NC(=O)CCC(F)(F)F)ccc2O1
  -2, -0.7, 6, -13, 1, 5, 0.1, -0.1
35. CCOC(=O)c1sc2nc(C)nc(SC(C)C(=O)N(C)c3ccccc3)c2c1C (stereo not drawn)
  11, -0.4, -7, -11, 9, -12, 0.0, .
36. O=C(Cc1ccccn1)NCC[C@@H]1CC[C@H](NC(=O)c2ccccc2F)[C@H](CO)O1
  2, 3.1, -6, -26, -10, 19, -0.2, 0.4
37. CC(C)NC(=O)Nc1ccc2c(c1)CC(=O)N([C@H](C)CO)C[C@@H](C)[C@H](CN(C)Cc1ccncc1)O2
  3, 2.4, 10, -7, 4, 10, -0.5, 0.0
38. Cc1ccc(C2(C)NC(=O)N(CC(=O)N3CCN(S(=O)(=O)c4ccccc4[N+](=O)[O-])CC3)C2=O)cc1 (stereo not drawn)
  -3, -0.6, 1, -16, 4, -6, 0.2, -0.5
39. C[C@@H]1CCCCO[C@H](CN(C)C)[C@@H](C)CN([C@H](C)CO)C(=O)c2cc(NC(=O)c3ccccc3)ccc2O1
  -1, 1.6, -8, -5, -6, 31, -0.4, 0.5
40. CCCN(C)C[C@H]1Oc2cc(C#CCN(C)C)ccc2S(=O)(=O)N([C@@H](C)CO)C[C@H]1C
  0, -1.5, ?, -3, -4, 19, 0.0, -0.1
41. CN(C)C(=O)c1cc2c(c(-c3cccc(-c4ccc(F)cc4)c3)n1)[C@@H](CCO)N([S@](=O)C(C)(C)C)C2
  8, -1.5, -2, -30, 7, -2, 0.2, 0.2
42. O=C1Nc2ccccc2/C1=C/c1ccccc1F
  -1, -0.3, -6, -9, -5, 11, -0.1, -0.3
43. Cc1ccc(SCc2ccc(C(=O)N3CCCCC3)cc2)cc1
  4, 3.9, -5, -9, ., -31, 0.2, 2.0
44. Cc1cccc(N(CC(=O)NCc2ccco2)C(=O)CCC(=O)Nc2ccccn2)c1C
  -1, 0.2, 1, -6, -3, 11, 0.0, .
45. C[C@@H]1CN([C@H](C)CO)C(=O)c2cc(NS(=O)(=O)c3ccccc3)ccc2O[C@@H]1CN(C)Cc1ccncc1
  2, -0.2, -1, 4, 13, 37, -0.1, -2.9
46. NC(=O)c1ccsc1NC(=O)COC(=O)c1ccncc1
  7, 0.2, -9, -19, 12, 8, 0.5, -0.3
47. COc1ccc(-n2nc3c(c2NC(=O)COc2ccccc2OC)CS(=O)(=O)C3)cc1
  4, -3.4, -3, -43, -4, -7, 0.3, .

High-throughput results deposited in PubChem by Broad Institute.

Rows were taken by chance; any-hit rate near 3.7%.
